Source: PubChem BioAssay
inhibitors of VEEV = inhibitors of VEEV TC-83 cytopathic effect, confirmation, Vero cells (AID 588727); Vero cells, VEEV TC-83 cytopathic effect inhibition; higher % means a stronger effect; inhibition, % at 20 µM, or IC50 in µM where a hit was titrated; 350,000 tested, 0.13% active; in the data active means a potency from the dose series; inconclusive means inhibition mostly from about 14% at the one dose, without a potency; inactive means the rest, 99 in 100 with inhibition below about 12%; further: strong numbers were not always called active
influenza NS1A = H1N1 influenza NS1A inhibitors, functional cell based assay (AID 504329); 340,000 tested, 0.3% active; NS1A functional cell-based assay, percent inhibition; higher % means a stronger effect; inhibition, % at 12.5 µM, or IC50 in µM where a hit was titrated; in the data active means a potency from the dose series; inconclusive means inhibition above about 27% without an active follow-up result; further: strong numbers were not always called active
tuberculosis growth = growth inhibition of non-replicating M. tuberculosis (AID 488890). Mycobacterium tuberculosis non-replicating, growth inhibition; higher % means a stronger effect. 320,000 tested, 0.39% active. one-dose inhibition, % at 25 µM; IC50 in µM for titrated hits; in the data active means a potency from the dose series; inconclusive means inhibition mostly from about 82% at the one dose, without a potency; inactive means the rest, 99 in 100 with inhibition below about 76%;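 further: plate controls were DMSO cells for no effect and high antibiotic wells for full effect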
H37Rv inhibition = M. tuberculosis growth inhibition, HTS (AID 449762) | M. tuberculosis H37Rv growth inhibition, 7H9 media; higher % means a stronger effect | inhibition, % at 25 µM, or IC50 in µM where a hit was titrated | 330,000 tested, 0.59% active; in the data active means a potency from the dose series; inconclusive means inhibition above about 70% without an active follow-up result;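 further: bacterial growth assessed after seven days of incubation; strong numbers were not always called active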
Salmonella PhoP GFP = PhoP regulon inhibitors, Salmonella typhi PhoP promoter GFP reporter, confirmatory (AID 1850); Salmonella Typhi PhoP-promoter GFP reporter, fluorescence, 4 h; higher % means a stronger effect; inhibition, % at 50 µM; hits with a dose series show IC50 in µM; 310,000 tested, 0.33% active; in the data active means a potency from the dose series; inconclusive means inhibition mostly from about 25% at the one dose, without a potency; inactive means the rest, 99 in 100 with inhibition below about 19%;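 further: 0% = induced wells with vehicle and 100% = uninduced wells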
* hit, by the source's call; i = inactive; ? = inconclusive; . = not tested or not shown; & = joins results of further samples.

Under each structure – H37Rv inhibition, inhibitors of VEEV, Salmonella PhoP GFP, influenza NS1A, tuberculosis growth
Cc1cc(C)nc(N2CCCC(C(=O)Nc3ccc4c(c3)OCCO4)C2)n1 (stereo not drawn)
  3%, 3.1%, -8%, -4%, 5%
COc1ccc(CCC(=O)NC2CCCc3ccccc32)cc1OC (stereo not drawn)
  5%, 1.8%, -7%, 7%, 3%
OCCC1CN(Cc2ccc(Oc3ncccn3)cc2)CCN1C1CCCCC1 (stereo not drawn)
  -12%, 2.2%, 8%, 9%, -16%
CCCS(=O)(=O)c1c(S(=O)(=O)CCC)c2cnccn2c1C(=O)c1ccc(OC)cc1
  1%, 0.8%, -3%, 0%, 14%
Cc1ccccc1NC(=O)CSc1nnc(C2CC2)n1CC1CCCO1 (stereo not drawn)
  -9%, 0.4%, 14%, -7%, -10%
COC(=O)C1=C(C)NC(=O)NC1c1cn(-c2ccccc2)nc1-c1cccs1 (stereo not drawn)
  1%, 8.7%, -4%, -13%, 2%
C=CCOc1ccc(/C=C(\C#N)C(=O)Nc2ccccn2)cc1OC
  4%, 1.1%, 11%, -16%, 47%
Cc1ccc2c(c1)NCC(C(=O)NC1CCC(C)CC1)O2 (stereo not drawn)
  0%, 1.2%, -4%, -1%, .
C=Cc1ccc2c(c1)N(C)C(=C)S2
  -1%, 7.0%, 1%, 0%, 47%
CCC(C)(C)C1CCC2(CC1)NC(CO)(CO)CO2 (stereo not drawn)
  -4%, 1.6%, -2%, 9%, -2%
O=C(Nc1ccc(N2CCOCC2)nc1)c1ccccc1Cl
  3%, 2.6%, -6%, -2%, -8%
CC(C)OCCCNc1ncnc2c1cnn2-c1ccccc1
  3%, 7.9%, -1%, 4%, 8%
CCOC(=O)CN(C(=O)CSc1nnc(C)n1-c1ccccc1)c1cccc([N+](=O)[O-])c1
  0%, 1.1%, -3%, -5%, 4%
COCCSc1ccccc1C(=O)NCCCn1ccnc1
  4%, i, 1%, -8%, -11%
COc1ccc(S(=O)(=O)NCCCN2CCCC2=O)c(OC)c1
  -2%, 0.3%, -4%, -6%, -8%
CC(C)CCOc1cccc(OCC(=O)O)c1
  ., 1.5%, ., -7%, .
CCCCCOC(=O)Cn1c(N2CCOCC2)nc2c1c(=O)[nH]c(=O)n2C
  -6%, 0.4%, -19%, -14%, 9%
O=C(c1cccs1)n1nc(-c2ccco2)nc1SCc1ccccc1
  -26%, ., 6%, ., 34%
COc1cccc(NC(=O)NC2CCCc3ccccc32)c1 (stereo not drawn)
  -3%, 1.9%, -8%, -5%, -5%
CCn1c(CSc2nnc(-c3ccoc3C)n2C)nc2cc(S(=O)(=O)N(C)C)ccc21
  4%, 1.6%, -3%&-1%, -1%, 18%
O=C(NC1CC1)c1cccc(S(=O)(=O)Nc2ccccc2F)c1
  -4%, 1.1%, -3%, -1%, -3%
COCC(=O)Nc1nc(-c2ccccc2)ns1
  3%, 1.8%, -8%, -14%, 18%
C/C(=N\NC(=O)c1nn(C)cc1Cl)c1ccncc1
  -8%, 0.1%, -3%, 20%, 91%
CC(=O)N1CCN(CC(=O)Nc2ccccc2Sc2ccc(Cl)cc2)CC1
  9%, 6.0%, -7%, -3%, 20%
Fc1ccc2[nH]c3c(N4CCN(c5ccccc5)CC4)ncnc3c2c1
  8%, 13%, -17%, 6%, 42%
C=CCNc1nc(-c2ccccn2)nnc1-c1ccccc1
  ?, 11%, 10%, 1.2µM*, ?
O=C(NCc1cccs1)C1CCCN(c2nc3ccccc3o2)C1 (stereo not drawn)
  -5%, 3.4%, -7%, 19%, 2%
Cc1nc(NC(=O)COC(=O)CCc2nc3ccccc3s2)c(Cl)cc1Cl
  3%, 0.2%, -2%, 2%, 67%
CC1(C)CC(=O)C=C(Nc2ccccc2O)C1
  -5%, 1.5%, -5%, -9%, 43%
O=[N+]([O-])c1ccc(S(=O)(=O)N2CCN(Cc3c[nH]c4ccccc34)CC2)cc1
  12%, i, 3%, -19%, 24%
Cc1ccc(NS(=O)(=O)c2cccc(C(=O)NCC(c3cccs3)N3CCOCC3)c2)cc1 (stereo not drawn)
  -4%, 0.1%, ., -8%, 13%
CC(=O)Nc1ccc(CN2CCCCCCC2)cc1
  -5%, 1.6%, 15%, 5%, -1%
Cc1cc(C(F)(F)F)c(C#N)c(SCC(=O)NC(C)(C)C)n1
  5%, 0.4%, 3%, -2%, -2%
Nc1nc2ncc(-c3ccsc3)c(N)n2n1
  -4%, 0.2%, 6%, 0%, -8%
CCOC(=O)C1=C(C)NC(C)=C(C(=O)OCC)C1C(=O)OCC(=O)N(CC)C1CCS(=O)(=O)C1 (stereo not drawn)
  -9%, 1.4%, 22%, -1%, -9%
Clc1ccc(SCc2cc(Cl)nc(-c3ccccc3)n2)cc1
  5%, 0.7%, 3%, 4%, 45%
O=C(c1ccccc1Cl)N1N=C(c2ccc(Br)cc2)CC1c1nc2ccccc2[nH]1 (stereo not drawn)
  ?, 3.3%, 3%, 11%, 0%
COc1cc(O)c(C(CCN2CCCC2)c2ccc(N(C)C)cc2)c(OC)c1 (stereo not drawn)
  -10%, i, -2%, 26%, -1%
O=C(CSc1nc2[nH]ncc2c(=O)[nH]1)N1CCCC1
  -1%, 2.3%, 0%, -6%, -4%
COC(=O)c1c2c(nc3ccccc13)CCC2
  -8%, 1.5%, -2%, 7%, 5%
CCOc1ccc(-c2nc(C#N)c(NC3CC3)o2)cc1
  -9%, 2.1%, -4%, -17%, -13%
CC(C)(C)N=C1SCC(C)(/C=N/O)S1 (stereo not drawn)
  -3%, 0.5%, -5%, -3%, 3%
Cc1ccc2[nH]c(C(=O)N3CCC(C(N)=O)CC3)cc2c1
  -3%, 1.3%, -4%, -2%, -7%
CC(C)(C)NC(=O)CN(Cc1cccs1)C(=O)c1csnn1
  -4%, 1.1%, -1%, -4%, -14%
O=C(O)Cn1cc(/C=C2\C(=O)NC(=O)N(c3ccc(Cl)cc3)C2=O)c2ccccc21
  -2%, 0.9%, -13%, -16%, -16%
O=C(NC1CCN(Cc2ccccc2)CC1)C12CC3CC(CC(C3)C1)C2
  9%, 0.7%, 0%, -16%, -6%
CCOc1ccc(NC(=O)/C(C#N)=C/c2ccc(N3CCCC3)c(C)c2)cc1
  -1%, 0.3%, -16%, 16%, 4%
Cc1ccc(C)c(NS(=O)(=O)c2c(C)ccc3nsnc23)c1
  3%, 0.3%, 3%, 0%, 24%
Cc1ccc(Cn2c(NCCc3ccccc3)nc3c2c(=O)n(C)c(=O)n3C)cc1
  -8%, i, -6%, -4%, -16%
c1ccc2c(N3CCCCC3)nc(N3CCCC3)nc2c1
  6%, i, 11%, -7%, 76%
CCC(=O)N(CC(=O)Nc1sc(C)c(C)c1C(N)=O)C1CCCCC1
  6%, i, -11%, -4%, 0%
COC(=O)C1CN(C(=O)COc2ccc(C)cc2)c2ccccc2O1 (stereo not drawn)
  1%, i, -5%, -9%, 38%
CCCCn1c(N)c(N(CC)C(=O)c2ccco2)c(=O)[nH]c1=O
  -12%, 1.4%, ., -16%, -12%
COc1cccc(N(CC(=O)NC(C)(C)C)C(=O)C2CSC(=O)C2)c1 (stereo not drawn)
  -4%, i, -2%, -2%, -6%
Cc1ccc(S(=O)(=O)c2c(C)cc(C)nc2N2CCCC2)cc1
  -4%, i, -5%, 4%, 23%
Cc1ccccc1NC(=O)C1c2cccc[n+]2CC(=O)N1c1c(C)cccc1C (stereo not drawn)
  -2%, 9.0%, 4%, 10%, 34%
COc1ccc(OCC(=O)N2CCC(Cc3ccccc3)CC2)cc1
  -1%, i, -1%, 6%, 41%
COc1ccc(C)cc1NC(=O)CN1CCN(c2ccc(F)cc2)CC1
  ?, 6.4%, 5%, -14%, 32%
COc1c(Br)cc(Br)cc1/C=N/NC(=O)c1cccnc1
  5%, i, 0%, -12%, 73%
COc1ccc(N(CC(=O)N2CCN(C)CC2)S(=O)(=O)c2ccccc2)cc1OC
  1%, 0.0%, -4%, -1%, 1%

2 of the compounds above, tab-delimited:
molecule	H37Rv inhibition	inhibitors of VEEV	Salmonella PhoP GFP	influenza NS1A	tuberculosis growth
Cc1ccccc1NC(=O)C1c2cccc[n+]2CC(=O)N1c1c(C)cccc1C (stereo not drawn)	-2%	9.0%	4%	10%	34%
COc1ccc(OCC(=O)N2CCC(Cc3ccccc3)CC2)cc1	-1%	i	-1%	6%	41%

Next section
Under each structure – H37Rv inhibition, inhibitors of VEEV, Salmonella PhoP GFP, influenza NS1A, tuberculosis growth
CC1(C)COC2(OC1)C(=O)Nc1ccccc12
  -3%, 1.2%, 8%, 5%, 7%
COc1ccc2cc(-c3ccon3)ccc2c1
  1%, 1.0%, -9%, -11%, 9%
O=C(Nc1cccc2c1CCCC2)C1CCN(c2nnnn2-c2ccccc2)CC1
  -31%, 3.3%, -14%, -12%, 7%
Cc1cc(-c2nnc(CCC(=O)N(CC3CC3)CC3CCCO3)o2)no1 (stereo not drawn)
  3%, 0.5%, -6%, -1%, 10%
CN(c1c[nH]c(=O)[nH]c1=O)C1CCCCC1
  -3%, i, 6%, ., -5%
CC(C)(C)c1ccc(S(=O)(=O)NCc2ccccn2)cc1
  -2%, 1.1%, -4%, -9%, 24%
Nc1ccc2nc(CCCO)[nH]c2c1
  -11%, 2.4%, 17%, 3%, 1%
COc1ccccc1N(C)S(=O)(=O)c1ccc(C(=O)NC(C)(C)C)cc1
  -10%, 0.6%, -7%, 3%, -9%
Cc1c(N=Nc2ccc(O)cc2)c(=O)n(-c2ccccc2)n1C
  -3%, 4.5%, 1%, -4%, 39%
COc1cc(C(=O)NCCc2ccc(S(N)(=O)=O)cc2)cc(OC)c1OC
  -2%, 2.9%, -1%, 0%, -3%
CCN(CC)S(=O)(=O)c1cc(OC)c(C)cc1C
  0%, 0.5%, 9%, 4%, -5%
CSc1nc(NCc2ccco2)c2ccccc2n1
  ?, 1.7%, 4%, 0%, ?
COc1ccc(NCC(=O)N/N=C/C2CCCCC2)cc1
  20%, 1.0%, 0%, 17%, 2%
N#Cc1c(N2C(=O)Nc3ccccc3N2O)sc2c1CCCC2
  1%, 1.6%, 0%, 4%, 1%
CC(C)OCCCNC(=O)c1cn(C)c2ccc(S(=O)(=O)N3CCCC3)cc2c1=O
  0%, 0.5%, -2%, 3%, -7%
O=C(c1cccc(S(=O)(=O)N2CCOCC2)c1)N1CCN(c2ccc(F)cc2)CC1
  -5%, 2.2%, -7%, 1%, 0%
CCC(Sc1nc2ccncc2[nH]1)C(=O)Nc1ccc(C)c(Cl)c1 (stereo not drawn)
  7%, 2.7%, 32%, -5%, .
O=C(COC(=O)CCCN=C1NS(=O)(=O)c2ccccc21)NNC(=O)c1ccccc1
  1%, 4.6%, 12%, -6%, 5%
COc1ccc(-c2cc3nc(C)c(CCC(=O)N4CCN(c5ccccn5)CC4)c(C)n3n2)c(OC)c1
  -9%, 1.8%, -7%, -13%, -7%
CC1(c2ccccc2)NC(=O)N(CC(=O)NC(=O)NC2CCCC2)C1=O (stereo not drawn)
  0%, 5.4%, -3%, 6%, 24%
CCC(Cc1ccccc1)NC(=O)CN1C(=O)CSc2ncccc21 (stereo not drawn)
  -3%, 1.9%, -13%, 3%, -4%
Nc1nc(Sc2c([N+](=O)[O-])cc(C(F)(F)F)cc2[N+](=O)[O-])n[nH]1
  4%, ?, 2%, 2%, 70%
CCc1cccc2c(=O)c(C(=O)N3CCCCCC3)c[nH]c12
  ?, 1.0%, 1%, -1%, 68%
COc1ccc(CNC(=O)C2CC(=O)N(C3CCCCC3)C2)cc1 (stereo not drawn)
  -17%, 0.1%, -9%, -9%, 6%
Cc1cc(C)c(S(C)(=O)=O)c(Oc2ccc(C(C)(C)C)cc2)n1
  -4%, 1.6%, 12%, 1%, 12%
COC(=O)c1oc2nc(C)cc(C)c2c1N
  -2%, i, 14%, -5%, -17%
O=c1nc2ccccn2c2ccc(S(=O)(=O)N3CCCCC3)cc12
  2%, 1.1%, 4%, -2%, -11%
NC(=O)NC(c1ccccc1)c1ccccc1F (stereo not drawn)
  1%, 0.1%, -16%, -6%, 4%
Cc1cc(C)cc(NC(=S)Nc2cccc3ccccc23)c1
  21%, 5.8%, -5%, -7%, 35%

Only tuberculosis growth (two entries from above):
| structure | tuberculosis growth |
| --- | --- |
| Cc1cc(C)c(S(C)(=O)=O)c(Oc2ccc(C(C)(C)C)cc2)n1 | 12% |
| COC(=O)c1oc2nc(C)cc(C)c2c1N | -17% |

Retrieved by compound from the list above:
Under each structure – H37Rv inhibition, inhibitors of VEEV, Salmonella PhoP GFP, influenza NS1A, tuberculosis growth
CSc1nc(NCc2ccco2)c2ccccc2n1
  ?, 1.7%, 4%, 0%, ?
CCC(Cc1ccccc1)NC(=O)CN1C(=O)CSc2ncccc21 (stereo not drawn)
  -3%, 1.9%, -13%, 3%, -4%
